Source: PubChem
aGlu spleen mod: qHTS Assay for Inhibitors and Activators of Human alpha-Glucosidase From Spleen Homogenate; 240,000 tested, 0.006% active; human spleen homogenate, 4-MU-alpha-glucoside fluorescence; Potency, µM (highest dose often 79.9 µM), inactives show top-dose activity change, negative = inhibition, actives largely listed as inhibitors; AID 2112, 2009;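 also: 0% = enzyme with vehicle and -100% = no enzyme basal signal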
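Compounds were titrated against alpha-glucosidase in spleen homogenate at pH 5.0, with 1 mM 4-methylumbelliferyl substrate for 40 min at 37 C. Reactions were quenched with pH 10 NaOH/glycine and fluorescence measured.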
GAA inhib: qHTS Assay for Inhibitors of Human alpha-Glucosidase as a Potential Chaperone Treatment of Pompe Disease; Lysosomal alpha-glucosidase (Homo sapiens), P10253; purified human GAA, 4-MU-alpha-glucoside fluorescence; Potency, µM (series often up to 76.9 µM), for inactives: at the top dose activity change, negative = inhibition, usual class: inhibitors; 200,000 tested, 0.005% active; AID 1466, 2008;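 also: plate controls were uninhibited enzyme wells for no effect and no-enzyme background for full effect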
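Enzyme (4 nM final) mixed with compound (up to 77 uM), then 4-MU-alpha-D-pyranoside (400 uM final) added; 20 min at room temperature, pH 5.0. Reaction stopped at pH 10, fluorescence read, AC50 derived by Hill fit.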
Tau fluor cs: Counterscreen qHTS for Inhibitors of Tau Fibril Formation, Fluorescence Polarization; tau K18 P301L Alexa594 fluorescence, heparin fibrillization; Potency, µM (top dose mostly 57.7 µM), for inactives: top-dose activity change, negative = decrease; 280,000 tested, 0.93% active; also: % is scaled to controls: 0 for no effect and ±100 for the full control effect; nearly all actives have a fitted effect of over 55% in size
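Human tau K18 P301L (15 uM unlabeled, 0.24 uM Alexa 594-labeled) in 100 mM sodium acetate pH 7 with 20 uM heparin, 6 hr at 37 C. ThT 30 uM added, 1 hr ambient; Alexa 594 FP and total fluorescence read at 555/632 nm.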
GAA glycogen: qHTS Assay for Inhibitors and Activators of Human alpha-Glucosidase Cleavage of Glycogen | Lysosomal alpha-glucosidase (Homo sapiens), P10253 | 300,000 tested, 0.38% active | AID 2100, 2009 | Potency, µM (top dose mostly 76.4 µM), inactives show top-dose activity change, negative = inhibition, actives largely listed as inhibitors | recombinant GAA, glycogen substrate, Amplex Red glucose oxidase fluorescence;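 also: 0% = full enzyme reaction and -100% = no-enzyme basal signal; the screen sought inhibitors and activators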
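Natural-substrate format: glycogen cleavage by 4 nM human enzyme, glucose read by Amplex Red coupling (Ex 573, Em 610 nm). Normalized to enzyme and no-enzyme controls.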
NPSR antagonist: qHTS Assay for Antagonists of the Neuropeptide S Receptor: cAMP Signal Transduction. Q6W5P4. CHO-NPSR cells, cAMP TR-FRET, antagonist mode. Potency, µM (top dose mostly 38.3 µM), inactives show top-dose activity change, negative = inhibition, most hits filed as inhibitors. 220,000 tested, 1% active. AID 1461, 2008; also: % is scaled to controls: 0 for no effect and ±100 for the full control effect; nearly all actives have a fitted effect of over 50% in size; many of its hits are not listed in these tables
Target sequence (Q6W5P4 whole entry, looked up): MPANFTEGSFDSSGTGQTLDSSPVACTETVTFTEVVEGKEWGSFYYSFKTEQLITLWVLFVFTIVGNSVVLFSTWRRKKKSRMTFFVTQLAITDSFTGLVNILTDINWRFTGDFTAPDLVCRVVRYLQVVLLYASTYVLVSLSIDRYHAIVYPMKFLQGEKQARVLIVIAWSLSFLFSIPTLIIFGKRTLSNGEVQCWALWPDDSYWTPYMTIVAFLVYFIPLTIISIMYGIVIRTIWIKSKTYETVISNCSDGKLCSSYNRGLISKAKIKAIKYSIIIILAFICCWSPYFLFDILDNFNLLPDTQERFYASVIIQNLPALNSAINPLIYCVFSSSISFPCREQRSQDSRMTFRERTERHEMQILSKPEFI
ALDH1A1 inh: qHTS Assay for Inhibitors of Aldehyde Dehydrogenase 1 (ALDH1A1) | Aldehyde dehydrogenase 1A1 (Homo sapiens), P00352 | Purified ALDH1A1, NADH fluorescence, propionaldehyde substrate | Potency, µM (series often up to 75.3 µM), for the others: top-dose activity, negative = inhibition, usual class: inhibitors | 220,000 tested, 7.3% active; active = well fitted inhibition curve with a large enough effect, not every such curve was filed as active; inconclusive = small, poorly fitted or top-dose-only effect, or another doubt; inactive = no such curve, though single readings can be large or run the other way;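 also: plate controls were no enzyme wells and a reference inhibitor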
Target sequence (P00352 whole entry, looked up): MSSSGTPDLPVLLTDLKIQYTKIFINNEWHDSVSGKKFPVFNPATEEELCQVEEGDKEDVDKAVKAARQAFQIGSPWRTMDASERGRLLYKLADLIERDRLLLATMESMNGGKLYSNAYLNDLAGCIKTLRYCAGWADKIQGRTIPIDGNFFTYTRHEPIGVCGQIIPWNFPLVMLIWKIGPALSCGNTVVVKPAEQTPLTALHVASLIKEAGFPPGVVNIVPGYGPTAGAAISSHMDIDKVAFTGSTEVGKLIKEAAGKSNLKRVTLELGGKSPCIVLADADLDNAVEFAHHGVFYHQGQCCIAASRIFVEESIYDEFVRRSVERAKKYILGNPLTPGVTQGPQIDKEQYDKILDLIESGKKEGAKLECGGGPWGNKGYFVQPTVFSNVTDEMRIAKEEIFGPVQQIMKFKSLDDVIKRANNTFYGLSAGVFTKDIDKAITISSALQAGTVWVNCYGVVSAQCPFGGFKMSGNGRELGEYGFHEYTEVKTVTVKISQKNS
aGal spleen mod: qHTS Assay for Inhibitors and Activators of Human alpha-Galactosidase From Spleen Homogenate; Alpha-galactosidase A (Homo sapiens), P06280; human spleen homogenate, 4MU-alpha-Gal fluorescence, 40 min; Potency, µM (top dose mostly 80 µM), without a hit: at the highest dose activity change, negative = inhibition, hits mostly inhibitors; 240,000 tested, 0.008% active; AID 2107, 2009;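 also: 0% = enzyme with vehicle and -100% = no enzyme basal signal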
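Fluorogenic readout (Ex 365/Em 440 nm) of 4-methylumbelliferone released from 1 mM 4-MU-alpha-galactoside by spleen homogenate, 40 min at 37C, pH 5.0. Data normalized to no-enzyme and enzyme controls; Hill-equation AC50 from compound titrations.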
Epigenetic reg: Quantitative High-Throughput Screen for Regulators of Epigenetic Control | AID 1865, 2009 | 280,000 tested, 0.2% active | Potency, µM (series often up to 53.9 µM), for the others: at the top dose GFP activation, actives largely listed as activators | murine LDR cells, GFP reporter derepression, 30 h; also: % of control where 0% means no effect; nearly all actives have a fitted effect of over 60% in size
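Murine LDR cells carrying a silenced, genomically integrated CMV-driven GFP reporter were exposed to compound for 30 hours at 37 C. After PBS washes, GFP-positive cells (20–120 um objects) were counted by laser-scanning microplate cytometry.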
The depositor's hits bear a star; ? = inconclusive; · = not tested or not shown; [ ] = remark or other dose. Unless noted, calls follow the shape of the dose curve; as a rule, active = well fitted curve in the direction sought with a large enough effect; inconclusive = small, poorly fitted or top-dose-only effect, or another doubt; inactive = no such curve, though single readings can be large; an effect the other way counts as inactive or inconclusive. Potency is read from the fitted curve at half-maximal effect.

SMILES	aGlu spleen mod	GAA inhib	Tau fluor cs	GAA glycogen	NPSR antagonist	ALDH1A1 inh	aGal spleen mod	Epigenetic reg
Cc1cc(C)c2[nH]c(O)c(N=NC(=S)NCC3CCCO3)c2c1 (stereo unspecified)	1.2%	-9.2%	-5.0%	3.5%	-7.6%	0.0794µM*	2.7%	-1.8%
Nc1nc(NC(=O)c2ccccc2)nn1-c1ccccc1	4.7%	-4.0%	-4.8%	-1.3%	11.5%	10.4%	-1.0%	0.0%
Cc1nc(N2CCOCC2)c2c(C)c(C(=O)Nc3ccc(F)cc3F)sc2n1	10.1%	-3.5%	-13.4%	-7.4%	-35.3%	10.6%	7.8%	1.2%
O=C(Nc1cccnc1)c1ccc(COc2cc(Cl)ccc2Cl)o1	-1.1%	-4.4%	?	-9.4%	-15.6%[46.1 µM]	7.8%	2.9%	-0.9%
CSc1cccc(NC(C)C(=O)NCc2ccccc2)c1 (stereo unspecified)	11.1%	-2.3%	-16.1%	4.7%	-3.2%	?	8.2%	-5.6%
CCOC(=O)c1cc(C(C)=O)c(=O)n(C)c1N	-2.4%	?	1.5%	6.9%	1.2%[46.1 µM]	?	-20.9%	0.0%
CCN(CC)CC#CC(OC)(c1ccccc1)c1ccccc1	-11.8%	-14.2%	2.2%	9.7%	-31.3%	2.7%	-5.8%	7.2%
O=C(Cn1nc(-c2ccccc2)ccc1=O)Nc1ccc(NC(=O)c2ccccn2)cc1	-14.5%	1.9%	6.3%	-6.2%	12.3%	?	2.5%	6.2%
COC(=O)[C@H](Cc1ccccc1)NC(=O)NCc1cccs1	3.5%	-8.6%	-1.1%	4.0%	0.8%[46.1 µM]	-1.5%	3.6%	-0.8%
CS(=O)(=O)c1ccc(C(=O)N2CCc3ccccc3C2)cc1	-0.6%	6.5%	-0.4%	-10.8%	-3.7%	9.6%	-5.2%	-1.4%
CCN(CC)CCOC(=O)c1ccc(Cl)cc1Cl	0.0%	3.3%	9.5%	10.8%	12.8%	-9.9%	-7.0%	-1.1%
Cc1cc(-c2cccnc2)c(C#N)c(SCC#N)n1	-3.1%	-4.9%	5.1%	-2.6%	-9.7%[46.1 µM]	28.4%	1.9%	0.0%
Cc1nn(-c2cccc(Cl)c2)c2nc(-c3ccncc3)cc(C(=O)N3CCOCC3)c12	2.0%	-3.1%	-16.4%	8.7%	-13.3%	?	4.7%	6.6%
CC(C)=CCC/C(C)=C/CO/N=C1/C[C@@H](O)[C@@H](O)[C@@H]2[C@@H]3C(=O)N(Cc4ccc5c(c4)OCO5)C(=O)[C@H]3CC[C@H]12	-6.0%[17.4 µM]	·	-13.5%[11.6 µM]	·	·	?	-8.1%[17.5 µM]	0.0%[10.1 µM]
Nn1c(SCc2cn3ccsc3n2)nnc1-c1ccncc1	-5.2%	-1.3%	-5.3%	-27.2%	2.3%[46.1 µM]	9.6%	-9.1%	-1.0%
CCOC(=O)/C(=N/Nc1ccc(Cl)cc1)Sc1nnnn1-c1ccc(C)cc1	-3.8%	-1.3%	-21.0%	-0.2%	-16.2%[46.1 µM]	1.0%	1.8%	1.1%
CCOC(=O)c1cc2sccc2n1Cc1ccc(C#N)cc1	0.0%	2.8%	-25.4%	-8.0%	-0.2%[46.1 µM]	-10.0%	2.2%	0.0%
CCC(=O)/C=C1/Sc2ccc(OC)cc2N1CC	-5.0%	-6.2%	-5.9%	-3.8%	-15.9%[46.1 µM]	0.5%	12.9%	0.0%
Cc1sc(NC(=O)c2ccccc2F)c(CN2CCCCC2C)c1C (stereo unspecified)	-7.0%	?	-17.6%	1.5%	-10.6%	?	-7.4%	1.9%
O=C(CSc1nc2cc(Cl)ccc2s1)NC1CCCc2ccccc21 (stereo unspecified)	-5.4%	-1.9%	-16.8%	-11.3%	-6.1%	-1.7%	-1.7%	-1.9%
Cn1c(CN2CCN(C(=O)c3ccccc3)CC2)nc2cc([N+](=O)[O-])ccc21	-1.2%	6.7%	10.2%	-2.9%	-0.1%	?	-1.3%	0.0%
COc1cc(CNc2ncnc3c2[nH]c2ccc(C)cc23)cc(OC)c1	0.9%	·	15.8µM*[quencher]	-15.8%	-46.8%	·	-2.3%	-1.0%
Cc1c(N(CC(=O)O)S(=O)(=O)c2ccccc2)c(=O)n(-c2ccccc2)n1C	4.7%	9.6%	11.5%	0.3%	8.3%	-0.7%	6.6%	-0.1%
CCC(C)/C(C)=N/NC(=O)CNS(=O)(=O)c1ccc([N+](=O)[O-])cc1 (stereo unspecified)	-0.1%	2.3%	-20.6%	9.8%	17.3%	-2.1%	-5.7%	-0.4%
CCOc1ccc2c(c1)c1nnc(SCC3CCCO3)nc1n2C (stereo unspecified)	-2.0%	-9.7%	-8.5%	-4.7%	-27.9%[46.1 µM]	?	-11.8%	-4.5%

Going on with the list:
SMILES	aGlu spleen mod	GAA inhib	Tau fluor cs	GAA glycogen	NPSR antagonist	ALDH1A1 inh	aGal spleen mod	Epigenetic reg
O=[N+]([O-])c1cc(S(=O)(=O)NCCCN2CCOCC2)ccc1Cl	-4.4%	-0.3%	-4.1%	5.6%	18.2%	-4.6%	-9.0%	-1.1%
COc1ccc(Sc2nnc(-c3ccccc3)cc2C#N)cc1	-2.9%	4.2%	-18.3%	8.4%	-13.9%[46.1 µM]	0.0%	-7.9%	1.4%
Cc1cccc(C)c1-n1c(C)cc(/C=N/NC(=O)c2ccncc2)c1C	-4.5%	-4.3%	-13.4%	-19.0%	-4.3%[46.1 µM]	28.2µM*	2.8%	-2.5%
CC(=O)N1CCN(c2ccc(NC(=O)c3ccc(C)cc3)cc2)CC1	-5.0%	6.6%	-17.5%	0.6%	-16.5%[46.1 µM]	?	1.8%	0.0%
N#Cc1ccc(S(=O)(=O)N2CCCN(c3nc4ccc(Cl)cc4s3)CC2)cc1	7.2%	-5.6%	?	5.0%	?	8.4%	-1.0%	2.1%
O=[N+]([O-])c1cc(/C=N/N2CCN(C3c4ccccc4-c4ccccc43)CC2)ccc1Cl	-5.0%	-0.3%	-15.5%	-0.2%	-8.4%[46.1 µM]	7.0%	7.2%	5.8%
COc1cccc(-n2nc(-c3ccnn3-c3ccc(C)cc3)c(=O)n(C)c2=O)c1	-5.1%	-5.6%	-8.3%	-15.9%	-0.5%[46.1 µM]	39.8µM*	-5.9%	0.0%
COc1cc(CC(=O)Nc2ccc3nc(SC)sc3c2)cc(OC)c1OC	1.6%	·	-19.6%	0.9%	-22.5%	·	-2.8%	0.0%
COc1ccc(Br)cc1S(=O)(=O)N(CC(=O)N1CCOCC1)c1ccccc1	-2.8%	?	-4.7%	6.9%	-14.5%[46.1 µM]	3.3%	9.8%	-1.2%
O=C(Nc1nnc(-c2ccc3c(c2)CCCC3)o1)C1COc2ccccc2O1 (stereo unspecified)	4.0%	0.3%	-25.2%	-18.2%	-14.6%[46.1 µM]	13.7%	4.5%	0.4%
CCc1nc2sc3ccccc3c(=O)c2c(=O)n1CCOC	-17.0%	-1.3%	-2.3%	-0.7%	-4.8%[46.1 µM]	?	4.4%	0.0%
CCOC(=O)CC(=O)Nc1nnc(CC(C)C)s1	-14.3%	-5.1%	15.0%	-1.6%	2.4%[46.1 µM]	4.1%	0.7%	0.0%
COc1ccc2c(c1)c(=O)c(C(=O)c1ccc(C)cc1)cn2CC(=O)Nc1ccc(F)cc1	3.7%	-8.3%	?	-4.0%	-26.0%	-6.6%	13.3%	2.3%
Cc1cc(NC(=O)c2ccc(C#N)cc2)on1	-4.0%	·	-3.3%	6.7%	4.7%	?	-9.5%	3.6%
Cn1c2c(c(=O)n(C)c1=O)C(c1ccccc1Cl)C(C#N)=C(N)O2 (stereo unspecified)	8.2%	·	-21.9%	-0.1%	-1.8%	·	12.8%	0.2%
O=C(CN(Cc1ccccc1)S(=O)(=O)c1cccc(C(F)(F)F)c1)NC1CCCCC1	-8.0%	-7.5%	-13.2%	-3.6%	?	3.9%	-0.9%	-1.0%
c1ccc(-c2ccc(-c3ccccn3)nn2)nc1	-4.6%	-3.2%	0.0%	8.5%	-8.3%[46.1 µM]	20µM*	-7.3%	-0.5%
COC1(OC)N=C(N)C2(C#N)C(c3ccccc3)NC(C)=CC12C#N (stereo unspecified)	0.3%	0.8%	0.7%	10.7%	-20.3%[46.1 µM]	?	0.2%	-0.9%
CC(=O)N1CCN(C(=O)CSc2nc3c(cnn3-c3ccccc3)c(=O)[nH]2)CC1	-1.0%	2.3%	3.0%	-5.0%	-0.1%[46.1 µM]	25.1µM*	5.4%	-1.6%
Cc1cc(C)c2nc(C(F)(F)F)c(C#N)c(N)c2c1	13.5%	-2.5%	-19.0%	2.9%	14.1%[46.1 µM]	10.3%	7.3%	1.8%
Cc1ccc(C(=O)Nc2c(C)n(C)n(-c3ccccc3)c2=O)cc1	2.5%	7.9%	-5.5%	13.1%	-7.3%	9.5%	4.9%	-4.2%

ALDH1A1 inh, what is marked active above.
molecule | aGlu spleen mod | GAA inhib | NPSR antagonist | ALDH1A1 inh | Epigenetic reg
Cc1cc(C)c2[nH]c(O)c(N=NC(=S)NCC3CCCO3)c2c1 (stereo unspecified) | 1.2% | -9.2% | -7.6% | 0.0794µM* | -1.8%
Cc1cccc(C)c1-n1c(C)cc(/C=N/NC(=O)c2ccncc2)c1C | -4.5% | -4.3% | -4.3%[46.1 µM] | 28.2µM* | -2.5%
COc1cccc(-n2nc(-c3ccnn3-c3ccc(C)cc3)c(=O)n(C)c2=O)c1 | -5.1% | -5.6% | -0.5%[46.1 µM] | 39.8µM* | 0.0%
c1ccc(-c2ccc(-c3ccccn3)nn2)nc1 | -4.6% | -3.2% | -8.3%[46.1 µM] | 20µM* | -0.5%
CC(=O)N1CCN(C(=O)CSc2nc3c(cnn3-c3ccccc3)c(=O)[nH]2)CC1 | -1.0% | 2.3% | -0.1%[46.1 µM] | 25.1µM* | -1.6%

The list is partial, so the mix of outcomes need not match the whole.
